CHX counter – Cycloheximide Counterscreen for Small Molecule Inhibitors of Shiga Toxin; cell reporter, cycloheximide protein synthesis inhibition counterscreen; max response, %; hit rate 12% among 300,000; in the data active = max response mostly above about 13%, no sharp cut-off; inactive = mostly below about 14%; also: read at 38.3 µM for the half of the compounds with a filed dose; 0% is about no effect
LmPK inh – qHTS Assay for Inhibitors of Leishmania Mexicana Pyruvate Kinase (LmPK); Q27686; purified LmPK, Kinase-Glo ATP luminescence, 1 h; Potency, µM (doses to about 57.5 µM), inactives show at the top dose activity change, negative = inhibition, hits mostly inhibitors; hit rate 0.37% among 290,000; also: potency is read from the fitted curve at half-maximal effect; % is scaled to controls: 0 for no effect and ±100 for the full control effect
Target sequence (Q27686 whole entry, looked up): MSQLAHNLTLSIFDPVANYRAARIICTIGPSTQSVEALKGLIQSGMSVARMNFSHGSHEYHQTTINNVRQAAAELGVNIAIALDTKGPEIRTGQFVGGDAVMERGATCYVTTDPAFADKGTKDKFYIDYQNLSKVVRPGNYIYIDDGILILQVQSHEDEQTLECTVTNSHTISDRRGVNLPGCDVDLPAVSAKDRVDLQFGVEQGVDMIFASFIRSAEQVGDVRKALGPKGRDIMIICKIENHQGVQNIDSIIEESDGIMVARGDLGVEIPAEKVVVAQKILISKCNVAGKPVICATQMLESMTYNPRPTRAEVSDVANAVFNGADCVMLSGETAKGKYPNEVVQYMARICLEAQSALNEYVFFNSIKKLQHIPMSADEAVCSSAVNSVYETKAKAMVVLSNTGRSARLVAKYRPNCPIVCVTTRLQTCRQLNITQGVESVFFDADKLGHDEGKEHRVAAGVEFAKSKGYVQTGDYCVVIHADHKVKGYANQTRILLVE
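Kinase-Glo luminescence read after 1 h RT reaction of 0.1 nM LmPK with 0.5 mM PEP and 0.1 mM ADP. Activity scaled between uninhibited and enzyme-free controls.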
Tb PYK inh – qHTS of Trypanosoma Brucei Inhibitors; TbPYK enzyme, Kinase-Glo Plus ATP luminescence, 45 min; Potency, µM (doses to about 76.8 µM), inactives show at the highest dose activity, negative = inhibition, hits mostly inhibitors; hit rate 0.12% among 410,000; AID 624173, 2012; also: potency is read from the fitted curve at half-maximal effect; % is scaled to controls: 0 for no effect and ±100 for the full control effect; nearly all actives have a fitted effect of over 50% in size
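T. brucei PYK with substrate was exposed to pin-transferred compounds across a concentration series, then started with 130 uM ADP (final). After 45 min at room temperature, Kinase-Glo Plus luminescence was read, normalized and curve-fitted.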
Pf growth 96h – Primary qHTS for delayed death inhibitors of the malarial parasite plastid, 96 hour incubation; P. falciparum luciferase reporter growth, 96 h; hit rate 6.9% among 320,000; Potency, µM (top dose mostly 28.7 µM), inactives show at the top dose activity change, negative = inhibition, most hits filed as inhibitors; AID 504834, 2011; also: potency is read from the fitted curve at half-maximal effect; % is scaled to controls: 0 for no effect and ±100 for the full control effect
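Infected RBCs, 2% Hct / 0.05% parasitemia final; luciferase-reporter P. falciparum; cpd 96 h, 37 C, 5% CO2; luciferase detection reagent; luminescence.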
Shiga toxin inh – A qHTS for Small Molecule Inhibitors of Shiga Toxin. Vero cells, Shiga toxin protein synthesis inhibition reporter. inhibition, % at 38.7 µM. hit rate 9.2% among 290,000; in the data active = inhibition mostly above about 28%, no sharp cut-off; inactive = mostly below about 43%; also: 0% is about no effect
Pf growth 48h – Primary qHTS for delayed death inhibitors of the malarial parasite plastid, 48 hour incubation; P. falciparum luciferase growth in erythrocytes, 48 h; Potency, µM (highest dose often 28.7 µM), for the others: top-dose activity change, negative = inhibition, actives largely listed as inhibitors; hit rate 5.9% among 310,000; AID 504832, 2011; also: potency is read from the fitted curve at half-maximal effect; % is scaled to controls: 0 for no effect and ±100 for the full control effect
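Luciferase-expressing parasites in RBCs, 2% Hct / 0.1% parasitemia final; RPMI 1640 + 0.5% Albumax; 37 C, 5% CO2, one generation; luminescence read-out, lower signal = inhibition.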
HCV inh – qHTS Assay for Inhibitors of Hepatitis C Virus (HCV); Huh7.5.1 HCVcc-Cre infection, luciferase reporter, 44 h; Potency, µM (series often up to 41.8 µM), for inactives: at the highest dose activity change, negative = inhibition, hits mostly inhibitors; hit rate 3.4% among 340,000; AID 651820, 2012; also: potency is read from the fitted curve at half-maximal effect; % is scaled to controls: 0 for no effect and ±100 for the full control effect
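HCVcc-Cre virus at an moi near 0.5 was added right after compound to cells cultured 4 h from seeding (1,000 cells/well). Luciferase activity was determined 44 h later, 15 min after substrate addition at RT.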
Active calls of the source: *; u = inconclusive; x = no result given; & = joins results of further samples; [ ] = another dose, or the depositor's remark. Unless noted, calls follow the shape of the dose curve; as a rule, active = well fitted curve in the direction sought with a large enough effect; inconclusive = small, poorly fitted or top-dose-only effect, or another doubt; inactive = no such curve, though single readings can be large; an effect the other way counts as inactive or inconclusive.

SMILES	CHX counter	LmPK inh	Tb PYK inh	Pf growth 96h	Shiga toxin inh	Pf growth 48h	HCV inh
COc1ccc(C(Nc2ccc(S(=O)(=O)NCC3CCCO3)cc2)C(=O)NC(C)(C)C)cc1OC (stereo unspecified)	1.1	-1.6%	-12.0%	12.2%	8.1	u	13.9%
COc1ccc(OC)c(NC(=O)CSc2nc3ccccc3c(=O)n2CCNC(C)=O)c1	-0.7	1.7%	x	-6.8%	-0.8	u	-13.5%&-1.7%
Cc1ccc(-c2nn(-c3ccccn3)c(=O)c3ccccc23)cc1C	5.4	0.4%	1.9%	-1.8%	-7.2	-11.5%	13.6%
CC(=O)c1cccc(S(=O)(=O)N2CCN(c3ccccc3F)CC2)c1	-1.9	1.2%	-1.3%&-0.4%	-5.5%	-7.7	0.1%	0.0%
COc1ccc2c([N+](=O)[O-])c(N3CCCC3)[nH]c2c1	11.7	-0.7%	-8.7%	u	x	39.3%[activator]	6.7%
O=C(Cc1cn2ccsc2n1)Nc1cccc2cnccc12	-2.1	3.9%	4.5%	18.7%	10.2	4.3%	9.3%
O=C(Nc1cccc2ccccc12)/C(=C/c1cccc([N+](=O)[O-])c1)NC(=O)c1cccs1	-0.1	2.0%	2.2%	u	-8.9	-27.6%	10.6%
CN(C)S(=O)(=O)c1cccc(NC(=O)c2ccc(S(=O)(=O)N3CCCC3)cc2)c1	x	x	-3.0%	u	x	-23.2%	10µM*
CC(=O)c1ccc(NC(=O)CCc2nc3sc4c(c3c(=O)[nH]2)CCCC4)cc1	x	x	6.7%	u	x	u	1.7%
COc1ccc(NC(=O)CN2CCC(C(N)=O)CC2)cc1	-7.2	1.3%	-13.6%	9.4%	0.4	19.9%	2.0%
O=C(COC(=O)c1cccnc1)c1ccc(Cl)c(Cl)c1	10.3	-2.2%	-11.7%	1.6%	46.2	9.3%	-2.5%
c1ccc(-n2nnnc2NC2CCCCC2)cc1	3.6	2.6%	1.5%	u	5.9	-25.8%	-13.0%
C=CCC1CCCCC12NC(=O)N(c1ccccc1)N2 (stereo unspecified)	1.3	0.8%	-10.2%	14.5%	-0.6	1.6%	-4.8%
COc1cccc(SCC2CSc3nc4ccccc4c(=O)n32)c1 (stereo unspecified)	8.8	0.1%	-0.2%	u	13.2	-7.7%	-9.5%
CC1(C)Cc2cccc(OCC(=O)N3CCN(c4ccccc4)CC3)c2O1	-1.9	8.0%	7.5%	-26.1%	-5.9	-27.4%	u
COc1ccccc1N1CCN(C(=O)c2cc(S(=O)(=O)N3CCOCC3)ccc2C)CC1	x	x	0.0%	-7.5%	x	u	u
CC(C)n1c(O)c(C2c3cc(Cl)ccc3Oc3[nH]c(=O)n(C(C)C)c(=O)c32)c(=O)[nH]c1=O (stereo unspecified)	-8.8	-2.1%	u	u	-26.2	-10.5%	5.01µM*
CCCc1c(C)c(C#N)c2nc3ccccc3n2c1NCCCN1CCOCC1	-1.3	1.7%	-4.6%	u	-8.2	u	-17.3%
CC1(C2CC2)NC(=O)N(CC(=O)Nc2ccccc2-c2ccccc2)C1=O (stereo unspecified)	-4.5	-2.1%	1.0%	-7.4%	-8.6	22.9%	6.5%
CCOC(=O)c1cnc2ccc(OCC)cc2c1N1CCN(c2ccccc2OC)CC1	-4.7	10.2%	2.6%	36.0%[activator]	-21.4	x	u
Cc1ccc(OCC(=O)NNC(=O)C2CCC2)cc1C	x	x	-5.3%	19.5%	x	19.7%	-19.0%
CC(C)c1ccc(C(=O)NCCCNC(=O)c2cnccn2)cc1	-0.4	-10.0%	0.1%	2.5%	2.5	20.3%	16.6%
CCC(=O)N1c2ccc(S(=O)(=O)NCCc3ccccc3)cc2CC1C (stereo unspecified)	1.6	-1.2%	0.3%&-4.6%	2.9%	2.5	17.7%	-29.1%
Cc1ccc(NC(=O)c2oc3ccc(S(=O)(=O)N4CCOCC4)cc3c2C)c(C)c1	-4.0	5.5%	-7.5%&-2.1%	-4.5%	-2.8	u	-3.0%
COc1ccccc1CNc1nc2nc(C)cc(=O)n2[nH]1	-2.1	-0.1%	-18.2%	x	-3.5	0.9%	-4.6%

The last six entries of the section above open the next one:
SMILES	CHX counter	LmPK inh	Tb PYK inh	Pf growth 96h	Shiga toxin inh	Pf growth 48h	HCV inh
CCOC(=O)c1cnc2ccc(OCC)cc2c1N1CCN(c2ccccc2OC)CC1	-4.7	10.2%	2.6%	36.0%[activator]	-21.4	x	u
Cc1ccc(OCC(=O)NNC(=O)C2CCC2)cc1C	x	x	-5.3%	19.5%	x	19.7%	-19.0%
CC(C)c1ccc(C(=O)NCCCNC(=O)c2cnccn2)cc1	-0.4	-10.0%	0.1%	2.5%	2.5	20.3%	16.6%
CCC(=O)N1c2ccc(S(=O)(=O)NCCc3ccccc3)cc2CC1C (stereo unspecified)	1.6	-1.2%	0.3%&-4.6%	2.9%	2.5	17.7%	-29.1%
Cc1ccc(NC(=O)c2oc3ccc(S(=O)(=O)N4CCOCC4)cc3c2C)c(C)c1	-4.0	5.5%	-7.5%&-2.1%	-4.5%	-2.8	u	-3.0%
COc1ccccc1CNc1nc2nc(C)cc(=O)n2[nH]1	-2.1	-0.1%	-18.2%	x	-3.5	0.9%	-4.6%
Cc1ccc(NC(=O)Nc2ccccc2C(=O)NCc2ccccc2)cc1	10.8	-7.1%	-1.3%	20.2%	16.0	x	-22.4%
CC(=O)c1cccc(S(=O)(=O)N2CCC(c3nc4ccccc4[nH]3)CC2)c1	-1.1	-2.2%	3.1%	7.0%	-4.8	-3.3%	u
O=C(Nc1cccc(F)c1)c1ccc2c(c1)OCO2	58.6*	u	-4.3%	-8.7%	68.7*	187.8%[activator]	-3.2%
CCOc1cc(/C=N\n2nnnc2N)ccc1O	0.3	-0.2%	-1.6%	17.9%	0.9	3.3%	-3.2%
c1ccc(-c2nnc(CSc3nc4ccccc4[nH]3)o2)cc1	1.0	1.7%	7.5%	31.9%[activator]	12.7	x	21.5%
CCN1CCN(CCCNC(=O)c2ccc(NC(=O)C3=CSCCO3)cc2)CC1	1.2	1.8%	-0.5%	45.0%[activator]	7.7	14.5%	18.9%
O=C(CSc1nc(-c2ccc(F)cc2)cc(C(F)(F)F)n1)NCc1ccco1	-0.7	2.1%	u	2.08µM*	7.2	-14.1%	-6.9%
CC(=O)Nc1ccc(S(=O)(=O)N(Cc2cc3ccc(C)cc3[nH]c2=O)CC2CCCO2)cc1 (stereo unspecified)	-8.5	-6.8%	0.0%	u	-0.6	1.3%	-2.4%
CN1CCN(C(=O)C23CC4CC(C2)CC(c2ccccc2)(C4)C3)CC1	-2.3	3.2%	2.6%	u	-13.9	u	10µM*
CCOC(=O)c1c(NC(=O)c2ccco2)sc2c1CCCC2	-6.2	-1.8%	-9.8%	x	-0.8	9.3%	u
CCN(c1ccccc1)S(=O)(=O)c1ccc(Oc2ccc(-n3ccnc3)cc2)nc1	-2.5	0.1%	1.5%	1.4%	-10.8	u	-24.1%
COc1ccc(N(C)S(=O)(=O)c2ccc3c(c2)CCC(=O)N3)cc1	-3.3	1.7%	-2.3%	51.7%[activator]	-22.0	12.3%	x
CC1=C(C(=O)Nc2ccccc2)C(c2ccc(C)o2)n2ncnc2N1 (stereo unspecified)	-0.7	8.1%	3.4%	0.6%	-1.2	x	16.1%
O=C(CSC1=NS(=O)(=O)c2cc(Cl)ccc2N1)Nc1cccc(F)c1	x	x	-6.9%	19.3%	x	-13.9%	30.2%[activator]
CSCCC(NC(=O)CCC(=O)OCC(=O)[C@@]1(O)CCC2[C@@H]3CCC4=CC(=O)C=C[C@]4(C)C3[C@@H](O)C[C@@]21C)C(=O)O (stereo partly specified)	1.5	4.9%	-4.0%	u	21.1	5.22µM*	5.8%
COCCNC(=O)CSc1nc2cc(OC)c(OC)cc2c(=O)n1Cc1ccc(OC)cc1	-3.8	1.9%	-2.6%	u	-5.0	-6.7%	-6.2%
CCCCCCSc1ccc([C@H]2N[C@@](Cc3ccccc3)(C(=O)OC)[C@H]3C(=O)N(C)C(=O)[C@@H]23)cc1OC	x	x	1.2%	2.33µM*	x	3.29µM*	u
Brc1ccc(CN2CCN(c3ccccc3)CC2)o1	-1.3	2.1%	21.2%	0.2%	-8.3	-13.6%	26.4%
CCCCCc1cc(=O)oc2c(C(CCN3CCN(c4ccccc4)CC3)c3ccc4c(c3)OCO4)c(OC)cc(OC)c12 (stereo unspecified)	-3.0	2.0%	0.8%	5.22µM*	-3.5	7.38µM*	u
O=C(CN1C(=O)CCS(=O)(=O)c2ccccc21)Nc1ccccc1F	-3.1	-1.2%	0.8%	4.5%	-1.9	-21.5%	8.1%
COc1ccc(-c2cnc3nc(/N=C/N(C)C)nn3c2/N=C/N(C)C)cc1	-0.7	-4.3%	-3.3%	u	16.9	u	8.7%
Nc1c(C(=O)CSc2nnc(COc3ccc(Cl)cc3)o2)c(=O)[nH]c(=O)n1C1CC1	x	x	9.1%	10.4µM*	x	u	-1.1%
O=C(Cc1nc2ccccc2s1)c1ccc(O)cc1O	40.5*	2.6%	x	50.7%[activator]	64.6*	u	-7.3%
CCOc1ccc2nc(NCCNC(=O)c3cc(OC)c(OC)c(OC)c3)c(C#N)cc2c1	-10.7	5.3%	-1.8%	8.9%	-6.4	21.1%[0.00184 µM]	-19.0%
COc1ccc(NC(=O)CN(C)C(=O)C2CC(=O)N(Cc3ccc(C)cc3)C2)cc1 (stereo unspecified)	x	x	1.9%	u	x	-16.8%	-11.1%
Next section
SMILES	CHX counter	LmPK inh	Tb PYK inh	Pf growth 96h	Shiga toxin inh	Pf growth 48h	HCV inh
CC1CN(C(=O)C2CC(=O)N(c3ccc(Cl)cc3)C2)CC(C)O1 (stereo unspecified)	-3.1	-6.1%	-10.3%	-1.0%	-6.5	19.1%	-2.7%
C/C(=N\Nc1nc2ccc(Cl)cc2o1)c1ccccc1	26.7*	3.6%	1.1%	-20.8%	73.5*	2.3%	-2.6%
O=C(CN(Cc1ccco1)C(=O)c1ccc(F)cc1F)Nc1ccccc1C(F)(F)F	x	x	3.5%	-5.4%	x	u	-13.8%
O=C(NC(=O)c1c(F)cccc1F)Nc1ccc(Cl)c(Oc2ncc(C(F)(F)F)cc2Cl)c1	x	x	0.8%	u	x	-12.1%	x
O=c1[nH]c(SCc2ccc(Cl)cc2)nc2ccsc12	44.3*	7.1%	9.8%	227.2%[activator]	61.8*	489.8%[activator]	-1.8%
Cc1ccc(C(=O)N2CC(=O)Nc3ccc(F)cc3C2c2ccccc2)cc1 (stereo unspecified)	-4.1	-3.9%	1.3%	u	0.9	u	-0.2%
CCC(=O)Oc1cccc(C(=O)Nc2cccc(NC(=O)c3ccco3)c2)c1	4.4	5.2%	-2.5%	-27.4%	13.8	0.0%	-4.4%
COc1cc(NC(=O)c2nccnc2N)cc(C(=O)Nc2cccc(C(F)(F)F)c2)c1	-1.5	1.7%	-1.0%&-5.7%	u	-2.9	u	-18.2%
Cc1cc2cc(CNC(=O)c3cccs3)ccc2n1C	37.5*	5.5%	-20.5%	x	55.6*	u	-25.5%

Screening results: PubChem BioAssay, National Center for Advancing Translational Sciences (NCATS)
